Compound activity as filed in PubChem BioAssay.
PHOSPHO1 inh: inhibitors of human PHOSPHO1 phosphatase; inhibition, % at 13.3 µM; recombinant PHOSPHO1, absorbance phosphatase assay; AID 1565; Q8TCT1; hit rate 1.1% among 290,000; in the data active = inhibition above about 60%
Target sequence (Q8TCT1 whole entry, looked up): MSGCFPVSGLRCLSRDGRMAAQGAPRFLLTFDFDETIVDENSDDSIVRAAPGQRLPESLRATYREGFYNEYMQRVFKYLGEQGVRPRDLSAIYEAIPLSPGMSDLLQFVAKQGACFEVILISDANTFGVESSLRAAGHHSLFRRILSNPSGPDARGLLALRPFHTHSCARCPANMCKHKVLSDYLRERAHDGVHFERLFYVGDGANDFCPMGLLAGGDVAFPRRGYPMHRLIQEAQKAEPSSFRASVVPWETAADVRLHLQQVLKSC
NS3 helicase inh: blocks Hepatitis C virus NS3 helicase unwinding; NS3 helicase DNA unwinding, Cy5 molecular beacon fluorescence; inhibition, % at 10.9 µM; hit rate 0.56% among 290,000; AID 1800;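 active = inhibition above the mean of all tested compounds plus 3 SD, set per campaign, cut at about 35% in these data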;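 also: 0% = DMSO wells and 100% = thioflavine S control wells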
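Measured by: Cy5 fluorescence, 0 and 60 min reads / Assay system: NS3 helicase fragment of HCV / Control set: low DMSO, high thioflavine S at 110 µM / Times: 1 h reaction at 25 °C, ATP-initiated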
OXTR ag: activates the human oxytocin receptor. activation, % at 3 µM. AID 2435. CHO-OTR cells, Fluo-8 calcium fluorescence; normalized: DMSO 0%, oxytocin 100%. P30559. hit rate 0.32% among 320,000;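 active = activation above the mean of all tested compounds plus 3 SD, cutoff set per screening run, cut at about 20% in these data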;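 also: peak over basal fluorescence ratio from a 100 s FLIPR kinetic read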
Target sequence (P30559 whole entry, looked up): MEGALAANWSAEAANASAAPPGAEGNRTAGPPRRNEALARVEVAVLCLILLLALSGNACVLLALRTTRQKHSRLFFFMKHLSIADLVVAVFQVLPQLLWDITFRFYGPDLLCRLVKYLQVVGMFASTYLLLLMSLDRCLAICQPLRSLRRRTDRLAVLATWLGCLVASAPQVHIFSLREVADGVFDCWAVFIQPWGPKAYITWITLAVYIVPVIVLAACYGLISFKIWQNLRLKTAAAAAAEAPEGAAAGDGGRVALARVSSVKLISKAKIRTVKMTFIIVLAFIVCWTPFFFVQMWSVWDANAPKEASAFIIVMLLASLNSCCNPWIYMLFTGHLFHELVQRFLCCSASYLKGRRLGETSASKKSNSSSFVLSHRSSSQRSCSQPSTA
GPR7 antagonist: blocks human GPR7 receptor signaling; P48145; GPR7-expressing cells, fluorescence antagonist assay; inhibition, % at 4.4 µM; hit rate 1.1% among 290,000; in the data active = inhibition above about 16%, passing the limit was not always enough;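 also: cells stimulated with the agonist NPW; 0% = agonist with vehicle and 100% = vehicle without agonist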
Target sequence (P48145 whole entry, looked up): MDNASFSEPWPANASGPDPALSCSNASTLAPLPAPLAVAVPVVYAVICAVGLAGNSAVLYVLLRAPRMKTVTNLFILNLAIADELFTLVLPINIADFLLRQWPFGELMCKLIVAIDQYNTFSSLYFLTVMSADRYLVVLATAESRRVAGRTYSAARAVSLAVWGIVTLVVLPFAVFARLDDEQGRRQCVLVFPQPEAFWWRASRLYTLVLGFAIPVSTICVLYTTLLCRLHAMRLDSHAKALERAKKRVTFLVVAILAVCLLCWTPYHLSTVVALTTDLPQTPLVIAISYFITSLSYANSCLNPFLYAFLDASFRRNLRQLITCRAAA
GalR3 antag: blocks the human galanin receptor 3; O60755; HEK293 GalR3-CNG cAMP membrane potential fluorescence; galR3 body fused to GalR1 C-terminus; inhibition, % at 3 µM; hit rate 0.44% among 360,000;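 active = inhibition above the screen-wide average plus 3 SD, cut at about 13% in these data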;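 also: forskolin and galanin both at EC90 stimulate the cells; cAMP rise reported by CNG channel membrane potential dye signal; 0% = forskolin plus galanin with DMSO and 100% = forskolin alone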
FID counter: displaces DNA intercalator in HCV helicase counter-screen; inhibition, % at 7.9 µM; hit rate 0.17% among 290,000; DNA fluorescent intercalator displacement, fluorescence; in the data active = inhibition above about 37%;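 also: 0% = vehicle and 100% = reference compound; higher means more ethidium bromide displaced from hairpin DNA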
VIM-2 inhibitor: inhibitors of Pseudomonas aeruginosa VIM-2 metallo-beta-lactamase. purified VIM-2, nitrocefin hydrolysis, epi-absorbance fluorescence. inhibition, % at 5.6 µM. hit rate 0.89% among 290,000;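 active = inhibition above the mean of all tested compounds plus 3 SD, cutoff set per screening run, cut at about 7.5% in these data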;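 also: red hydrolysis product quenches plate fluorescence so inhibitors raise well fluorescence; 0% = enzyme with DMSO and 100% = DMSO without enzyme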
IMP-1 inhibitor: blocks Pseudomonas aeruginosa IMP-1 metallo-beta-lactamase. purified IMP-1, nitrocefin hydrolysis, epi-absorbance fluorescence. inhibition, % at 5.6 µM. hit rate 0.45% among 290,000;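 active = inhibition above the mean plus 3 SD of all compounds in the same screening run, cut at about 4.5% in these data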;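 also: 0% = IMP-1 with DMSO and 100% = DMSO wells lacking enzyme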
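Test system: recombinant IMP-1 enzyme, purified / Medium: HEPES buffer pH 7.1 with ZnSO4 and Brij 35 / Doses: single dose, 5.6 µM / Times: 25 °C, 15 min preincubation, 25 min reaction / Detection: Epi-absorbance via hydrolysed-nitrocefin quenching of white-plate fluorescence, 480/530 nm, EDTA stop / Evaluation: percent inhibition from optical density relative to buffer-blank wells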
V1aR counter: activates human V1a receptor in oxytocin agonist counter-screen; P37288; CHO-V1R cells, Fluo-8 calcium fluorescence, agonist mode; 0% DMSO, 100% 3 nM vasopressin; activation, % at 3 µM; hit rate 0.25% among 320,000; AID 2797;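 active = activation above the mean activation of all tested compounds plus 3 SD, per screening run, cut at about 20% in these data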;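 also: signal is peak over basal fluorescence ratio across a 100 second FLIPR read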
* hit, by the source's call; · = no result given.

SMILES | PHOSPHO1 inh | NS3 helicase inh | OXTR ag | GPR7 antagonist | GalR3 antag | FID counter | VIM-2 inhibitor | IMP-1 inhibitor | V1aR counter
COc1ccc(-c2nn(-c3ccccc3)cc2/C=N/NC(N)=S)cc1OC | -11 | -8 | -0.6 | 1 | -5 | -35 | -3.9 | -2.8 | -0.5
CC1C(c2ccccc2)=[N+]([O-])C2(CCCCC2)N1O (stereo unspecified) | 26 | 3 | -0.6 | -15 | 0 | 1 | -2.2 | -2.8 | 0.6
COc1ccc(N(CC(=O)Nc2cc(Cl)ccc2C)S(=O)(=O)c2c(C)noc2C)cc1 | 38 | -12 | 0.1 | 14 | -12 | -37 | -2.2 | 0.0 | 1.7
O=C(CN(CCc1ccccc1)S(=O)(=O)c1ccc(Cl)cc1)N/N=C/c1ccccc1C(=O)O | 11 | 16 | -1.4 | 2 | -4 | -36 | -4.8 | -3.4 | -0.6
CC(C)(O)CCCC(C)(O)c1ccc(C(=O)O)cc1O (stereo unspecified) | 27 | · | 2.2 | · | -6 | · | · | · | 0.8
O=C(NC1CC1)C1CCN(C2CCN(C(=O)/C=C/c3cccs3)CC2)CC1 | 25 | 13 | 3.7 | 7 | -4 | 8 | -1.0 | 1.1 | 1.0
CCCCN(CC)CCCNC(=O)c1cc2cc3ccc(OC)cc3nc2o1 | -5 | -10 | 0.9 | -8 | 0 | 22 | 4.7 | -2.3 | 0.7
Cc1ccc(C)c(OCC(=O)NCCN(C)C)c1 | 0 | 2 | 4.0 | -9 | 2 | 3 | -3.0 | -3.4 | 0.7
CC(C)(c1ccccc1)c1ccc(OCC(O)CN2CCCC2)cc1 (stereo unspecified) | 19 | -58 | 5.9 | 3 | -1 | 23 | -0.8 | -3.9 | 2.9
COc1cc(NC(=O)C2CC(c3cccc(OC)c3OC)=NO2)cc(OC)c1OC (stereo unspecified) | -24 | -2 | 15 | -8 | -5 | -22 | -1.1 | -2.4 | 5.9
CC(=O)c1ccc(NC(=O)COC(=O)c2ccc(F)cc2F)cc1 | 31 | 1 | 1.2 | 6 | -10 | -11 | -2.4 | -1.1 | 1.2
Cn1c(N)c(C(=O)COC(=O)c2cncc(Br)c2)c(=O)n(C)c1=O | -12 | 2 | 0.8 | -7 | -1 | -2 | 3.2 | -1.3 | 1.7
Cc1ccc(S(=O)(=O)N2CCN(CC(=O)N/N=C/c3ccco3)CC2)cc1 | 1 | -2 | 0.6 | -7 | 12 | -15 | -2.7 | 0.3 | 0.9
COCCCN(C(=S)Nc1c(C)cc(C)cc1C)C(C)c1ccccn1 (stereo unspecified) | 11 | 4 | 0.0 | -10 | -6 | -3 | -2.1 | -1.2 | 0.1
Cc1cc(=O)n2nc(N3CCC(C(=O)N4CCN(c5ccccc5)CC4)CC3)sc2n1 | 50 | -1 | -1.5 | -6 | -8 | -37 | -2.6 | -3.1 | 0.0
COc1cc(NC(=O)C2CC(=O)NC3=C2C(=O)CCC3)c(OC)cc1Cl (stereo unspecified) | 0 | 1 | -0.6 | -1 | -5 | -7 | 0.3 | 0.3 | 1.0
CCOc1ccccc1-c1nc2c([nH]1)c(=O)n(C)c(=O)n2C | -16 | 4 | -1.8 | -3 | -3 | 0 | 1.3 | -0.6 | 0.1
Cc1ccc(NC(=O)c2cc(N(C)C)ccc2[P+](=O)O)cc1 | 10 | 5 | 0.3 | -3 | -2 | -10 | -1.9 | -2.7 | 0.1
CCOC(=O)/C=C/C(=O)NNC(=O)c1ccccc1Cl | -12 | -6 | 0.2 | -17 | -5 | -10 | -2.4 | -4.5 | -0.1
COc1ccc(COC(=O)N/N=C(\C)CC(=O)NCc2ccc(Cl)cc2)cc1 | -26 | -6 | -2.0 | -7 | -5 | -17 | -3.9 | -4.6 | -1.0
O=C(COC(=O)/C=C/c1ccccc1[N+](=O)[O-])Nc1ccc(OC(F)F)cc1 | -21 | -6 | 1.3 | 12 | 3 | 4 | -1.2 | -1.8 | 3.6
CC(=O)Nc1ccccc1NS(=O)(=O)c1ccccc1[N+](=O)[O-] | 16 | 14 | 1.2 | 8 | 8 | 2 | -1.1 | -3.3 | 1.5
Cn1nc(-c2ccccc2)c(-c2nc(-c3cccc(Cl)c3)no2)c1Cl | 15 | 3 | -0.4 | -10 | -1 | 0 | -4.0 | -3.8 | 1.1
COc1ccc(OC)c2nc(-c3cccnc3)ccc12 | 23 | 2 | -2.4 | -8 | -9 | -17 | 0.5 | -3.4 | -0.4
O=C(CCCCn1c(=S)[nH]c2ccsc2c1=O)NCc1ccc2c(c1)OCO2 | 4 | 11 | 0.0 | 11 | -4 | -20 | -1.5 | -2.8 | 1.2

Brought forward from above: 3 compounds; new compounds follow.
SMILES | PHOSPHO1 inh | NS3 helicase inh | OXTR ag | GPR7 antagonist | GalR3 antag | FID counter | VIM-2 inhibitor | IMP-1 inhibitor | V1aR counter
Cn1nc(-c2ccccc2)c(-c2nc(-c3cccc(Cl)c3)no2)c1Cl | 15 | 3 | -0.4 | -10 | -1 | 0 | -4.0 | -3.8 | 1.1
COc1ccc(OC)c2nc(-c3cccnc3)ccc12 | 23 | 2 | -2.4 | -8 | -9 | -17 | 0.5 | -3.4 | -0.4
O=C(CCCCn1c(=S)[nH]c2ccsc2c1=O)NCc1ccc2c(c1)OCO2 | 4 | 11 | 0.0 | 11 | -4 | -20 | -1.5 | -2.8 | 1.2
CCN(CC)c1ccc(N/C(N)=N/c2nc(C(F)(F)F)cc(=O)[nH]2)cc1 | -5 | 2 | -2.7 | 5 | -4 | 8 | -1.1 | -3.5 | -0.3
COC(=O)c1cc(OC)c(OC)cc1NC(=S)N1CCCC(CO)C1 (stereo unspecified) | 26 | -3 | -0.7 | 3 | -5 | -5 | -3.5 | -4.7 | -0.8
COc1ccc(C2Nc3ccc4ccccc4c3-c3c2c(=O)oc2ccccc32)cc1 (stereo unspecified) | 16 | 7 | -0.3 | -8 | -6 | 0 | -2.5 | -9.5 | -0.6
Nc1nc(NCc2ccccc2)nc(NCCO)c1[N+](=O)[O-] | 51 | -3 | -0.5 | -13 | -1 | -3 | -2.6 | -2.4 | 9.0
COCc1cc(C)nc(Nc2ccc(C)c(C)c2)c1C#N | 23 | -1 | -2.0 | -5 | -2 | -6 | -1.7 | 2.6 | 0.4
Cn1c(Cl)c(/C=N/OC(=O)c2ccc(Cl)cc2)c2ccccc21 | 26 | 3 | 0.8 | -1 | 4 | -2 | -3.2 | -2.7 | 0.3
Cc1ccc(C(=O)C2=C(O)C(=O)N(CCCN3CCOCC3)C23C(=O)N(C)c2ccccc23)o1 (stereo unspecified) | 18 | -6 | 0.6 | -11 | -5 | -6 | -2.2 | 0.9 | 0.6
N#Cc1c(-c2ccccc2Cl)cc(C2CC2)nc1N | 84* | -2 | 36* | -20 | -3 | -5 | -1.7 | -3.5 | 30*
O=C(CCN1C(=O)c2cccc3cccc(c23)C1=O)NCC1CCCO1 (stereo unspecified) | 16 | -3 | 0.8 | -18 | -1 | -10 | 0.2 | -0.7 | -0.1
O=C(NN=C1C2CC3CC1CC(Cl)(C3)C2)c1cccs1 | 18 | -6 | -1.2 | -4 | -2 | -9 | -4.8 | -1.8 | -0.2
NS(=O)(=O)c1ccc(NC(=O)C2C3C=CC(C3)C2C(=O)O)cc1 (stereo unspecified) | 60* | -4 | 0.8 | -5 | 3 | 0 | -0.6 | -1.9 | 0.9
CCC(C(=O)NC1CCCCC1)n1c(SCc2cccc(C)c2)nc2ccncc21 (stereo unspecified) | -26 | -34 | 0.3 | 2 | · | 7 | -0.2 | -4.1 | 3.2
COc1ccc(-c2csc(NC(=O)CC(C)C)n2)cc1 | -12 | -3 | -2.2 | -1 | -6 | -14 | -1.4 | -2.4 | -0.4
CCOc1ccc(C(=O)N2CCn3c2nc2ccccc23)cc1 | 45 | -4 | -2.8 | -12 | 6 | -9 | -0.6 | -2.7 | -0.8
CC1(C)Cc2c(sc(NC(=O)c3ccccc3Cl)c2C(=O)O)CO1 | 12 | 6 | -1.0 | -7 | 4 | -18 | -3.1 | -0.8 | 1.5
O=C(COC(=O)CC12CC3CC(CC(Br)(C3)C1)C2)NC(=O)NCc1ccco1 | 29 | -1 | -2.0 | 1 | 3 | -23 | -0.9 | -2.9 | -0.7
CCC(C)NC(=O)Cn1c(=O)sc2ccccc21 (stereo unspecified) | 16 | 1 | 0.3 | -11 | -1 | 0 | -1.4 | -3.7 | 0.8
Cn1c(=O)cc(SCC(=O)NCC2CCCO2)c2ccc(Cl)cc21 (stereo unspecified) | 0 | 2 | 0.4 | -1 | -2 | -8 | 0.9 | -1.8 | 0.4
CN1C(=O)/C(=C2\SC(N)=NC2=O)c2ccccc21 | 30 | 0 | 0.3 | 1 | -2 | -1 | -2.0 | -0.7 | 0.6
COc1ccc(NC(=S)NC23CN4CN(CN(C4)C2)C3)c(OC)c1 | -42 | -6 | 0.2 | -6 | -3 | -5 | -0.6 | -3.1 | 0.6
Cc1cc(=O)[nH]c(SCC(=O)Nc2ccc(C(=O)O)cc2)n1 | 16 | 12 | 0.4 | -13 | -2 | -5 | -1.9 | -4.0 | 1.2
CNC(=O)c1ccc(Nc2nnc(-c3ccc(C(N)=O)cc3)c3ccccc23)cc1 | 33 | -6 | 1.8 | -3 | -8 | -31 | 2.6 | 0.3 | -0.2
CC1CCCC(C)N1C(=O)COc1ccc([N+](=O)[O-])cc1Cl (stereo unspecified) | -4 | 5 | -1.4 | -11 | -1 | -1 | -1.2 | -2.0 | -0.3
COc1cccc(/C=N/Nc2nn3cnnc3c3ccccc23)c1O | -4 | 4 | -2.0 | 2 | -1 | -7 | 0.1 | -3.4 | -1.1
O=C(Cc1cscn1)c1ccc(O)cc1O | -27 | 3 | 0.4 | -20 | -5 | -1 | -1.2 | -2.3 | 3.0
O=C1C(c2ccc(F)cc2)N(C2CCCCC2)C(=O)CN1C1CCCC1 (stereo unspecified) | 52 | 2 | -1.7 | -1 | -9 | -21 | -1.9 | -3.5 | -1.6
CC(C)C[C@H](NC(=O)NCc1ccc(Cl)cc1)C(=O)O | -13 | 3 | 1.0 | -3 | -3 | -2 | -1.1 | -3.5 | -0.1
Cc1cccc(C)c1NC(=O)CS(=O)CC(=O)NCC1OCCc2ccccc21 (stereo unspecified) | -8 | -12 | -0.3 | -1 | -6 | -10 | -0.9 | -0.4 | -0.5
CC1Cc2ccccc2N1C(=O)COc1cccc(-n2cnnn2)c1 (stereo unspecified) | -7 | 5 | 3.0 | -14 | -1 | -5 | -2.5 | -3.4 | 2.6
CC(C)C(c1nnnn1Cc1cccs1)N1CCN(C(=O)c2ccco2)CC1 (stereo unspecified) | 28 | -5 | 0.4 | -2 | -4 | -20 | -4.9 | -3.1 | 2.0

Reformatted tab-delimited: entries from further up.
Molecule	PHOSPHO1 inh	NS3 helicase inh	OXTR ag	GPR7 antagonist	GalR3 antag	FID counter	VIM-2 inhibitor	IMP-1 inhibitor	V1aR counter
CCCCN(CC)CCCNC(=O)c1cc2cc3ccc(OC)cc3nc2o1	-5	-10	0.9	-8	0	22	4.7	-2.3	0.7
Cc1ccc(C)c(OCC(=O)NCCN(C)C)c1	0	2	4.0	-9	2	3	-3.0	-3.4	0.7

Outcome played no part in choosing rows. About 4.3% of those tested had a hit in this group.
